NRP1-CendR mod: modulators of CendR peptide binding to NRP-1, primary screen, biochemical, fluorescence polarization, uHTS. actives 0.85% (n = 360,000). Neuropilin-1 (Homo sapiens), O14786. FAM-RPARPAR peptide binding to NRP-1. inhibition, % at 25 µM;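 active = inhibition or corrected inhibition above about 18%, plus a signal ratio from 0.5 to 1.5, limit read from the data, passing the limit was not always enough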; note: strong numbers were not always called active
bovine MsrA act: bovine MsrA enzyme activators, primary screen, biochemical, absorbance, HTS | Methionine sulfoxide reductase A (Bos taurus) | purified bovine MsrA, absorbance read-out | actives 0.3% (n = 360,000) | activation, % at 10.6 µM; in the data active = activation above about 7.5%;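 note: 0% = vehicle and 100% = reference activator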
E coli Lon inh: inhibitors of E. coli Lon protease, primary screen, biochemical, fluorescence polarization; P0A9M0; purified E. coli Lon protease; inhibition, % at 7.94 µM; actives 0.42% (n = 360,000); AID 602123, 2011; in the data active = inhibition above about 13%, passing the limit was not always enough;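 note: 0% = enzyme with probe and DMSO and 100% = no enzyme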
SKN-1 block: suppressors of acrylamide-induced Pgst-4::GFP reporter in worms, primary screen, SKN-1 inhibitor project, whole organism, uHTS, GFP/RFP fluorescence ratio, strain VP596 | actives 0.49% (n = 360,000) | C. elegans VP596 Pgst-4::GFP/RFP ratio, 24 h | AID 624304, 2012 | inhibition, % at 21.8 µM;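 active = interference check ratio from 0.5 to 1.5 plus GFP to RFP signal ratio inhibition reaching or exceeding a fixed threshold, cut at about 30% in these data, passing the limit was not always enough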; note: some compounds called inactive have numbers as strong as hits
FAS-TE inh: FAS thioesterase domain inhibitors, primary screen, biochemical, fluorescence intensity, uHTS | Fatty acid synthase (Homo sapiens), P49327 | recombinant FAS-TE, OMFH fluorogenic substrate, fluorescence endpoint | inhibition, % at 15 µM | actives 0.67% (n = 360,000) | AID 602261, 2012;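 active = compounds whose normalised, plate-corrected inhibition of enzyme fluorescence in the single-dose primary screen is 50% or more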;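 note: 0% = DMSO with enzyme and 100% = substrate without enzyme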
TbMetRS inhib: T. brucei MetRS inhibitors, primary screen, biochemical, luminescence; methionyl-tRNA synthetase (Trypanosoma brucei brucei); purified T. brucei MetRS, ATP depletion, Kinase-Glo luminescence; inhibition, % at 11.9 µM; actives 0.4% (n = 360,000); AID 624268, 2012;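 active = inhibition above a per-plate cutoff of the control wells' mean inhibition plus 3 SD, cut at about 5.5% in these data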;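 note: 0% = DMSO wells median and 100% = median of wells with control inhibitor compound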
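Test system – parasite MetRS enzyme · Reagent – substrates ATP, L-methionine and bulk Escherichia coli tRNA · Doses – 11.9 µM compound single dose, 0.9% DMSO · Times – 15 min enzyme-compound preincubation, 2 h reaction, 10 min detection, 25 °C · Signal – Kinase-Glo luminescence, ATP depletion format · Controls – DMSO-only wells as low control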
PABP1 MLLE inh: inhibitors of PABP1 MLLE–PAM2 peptide binding, primary screen, biochemical, fluorescence polarization, FITC-PAM2, GST-MLLE; inhibition, % at 20 µM; actives 0.36% (n = 360,000); Polyadenylate-binding protein 1 (Homo sapiens), P11940; in the data active = inhibition above about 35%, passing the limit was not always enough;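 note: plate controls were DMSO wells with GST-MLLE for no effect and wells lacking GST-MLLE protein for full effect; some results filed as inactive read as strong as hits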
Target sequence (P11940 whole entry, looked up): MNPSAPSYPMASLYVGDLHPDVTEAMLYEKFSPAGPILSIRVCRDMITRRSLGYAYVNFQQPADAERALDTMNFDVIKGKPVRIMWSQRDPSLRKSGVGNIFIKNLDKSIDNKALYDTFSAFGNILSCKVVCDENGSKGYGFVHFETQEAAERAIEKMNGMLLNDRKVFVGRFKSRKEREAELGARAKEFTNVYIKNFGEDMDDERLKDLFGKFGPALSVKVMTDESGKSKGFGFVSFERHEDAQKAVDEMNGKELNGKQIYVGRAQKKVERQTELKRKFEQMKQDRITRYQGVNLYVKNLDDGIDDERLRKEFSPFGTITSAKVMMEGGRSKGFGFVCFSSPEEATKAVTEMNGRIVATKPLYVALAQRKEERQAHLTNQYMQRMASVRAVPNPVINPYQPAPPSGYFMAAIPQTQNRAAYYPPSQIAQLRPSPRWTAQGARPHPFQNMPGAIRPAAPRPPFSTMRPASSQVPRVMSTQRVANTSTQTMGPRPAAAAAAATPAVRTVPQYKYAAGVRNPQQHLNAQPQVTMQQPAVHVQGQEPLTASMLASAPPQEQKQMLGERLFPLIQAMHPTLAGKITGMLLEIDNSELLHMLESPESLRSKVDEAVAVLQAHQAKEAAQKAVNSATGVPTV
MsrA inhibitor: bovine MsrA enzyme inhibitors, primary screen, biochemical, absorbance, HTS; Methionine sulfoxide reductase A (Bos taurus); purified bovine MsrA, absorbance read-out; inhibition, % at 15.5 µM; actives 0.75% (n = 360,000); AID 651718, 2012; in the data active = inhibition above about 4.5%;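 note: 0% = vehicle wells with enzyme and 100% = reference inhibitor wells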
MT1-MMP act inh: blockers of MT1-MMP proenzyme processing, primary screen, HT1080 RFP-PRO-GFP cells, GFP/RFP fluorescence. Matrix metalloproteinase-14 (Homo sapiens), P50281. GFP/RFP ratio fluorescence, overnight; percent of plate control window, DMSO zero. GFP/RFP ratio change, % at 20 µM. actives 0.061% (n = 360,000);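 active = GFP/RFP ratio change of at least 30% with cell ATP level not reduced by more than half and red fluorescence within 50% of control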; note: strong numbers were not always called active
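Assay system: HT1080 RFP-PRO-GFP cells. Benchmarks: DMSO vehicle wells and RFP-L50D-GFP reporter cell wells. Times: overnight cell settling, then overnight compound exposure, 37 °C, 5% CO2. Compound: 20 µM single dose, 1% DMSO. Read-out basis: GFP/RFP fluorescence ratio.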
* = called active by the depositor; nt = not tested or not shown; & = joins results of further samples.

SMILES	NRP1-CendR mod	bovine MsrA act	E coli Lon inh	SKN-1 block	FAS-TE inh	TbMetRS inhib	PABP1 MLLE inh	MsrA inhibitor	MT1-MMP act inh
CC(C)n1nc(C(=O)Nc2nc3ccccc3[nH]2)c2ccccc2c1=O	-4	-4	-7	3	-2	3.5	-9	1.7	16
CC(O)CNc1nc(NCc2ccccc2)c2cnn(C)c2n1 (stereo unspecified)	3	-2	2	16	-6	0.0	9	1.3	-1
Cc1ccc(O)c(C(=O)/C=C/c2ccc3c(c2)OCCO3)c1	17	-4	-2	13	-2	0.0	-3	1.5	-5
CCCCc1cc(=O)oc2cc(OCC(=O)NC(Cc3c[nH]c4ccc(O)cc34)C(=O)O)ccc12 (stereo unspecified)	-9	-2	-6	11	33	1.6	8	0.1	0
O=C(CSc1nnc2ccc(-c3ccco3)nn12)Nc1ccccc1F	-26	-1	-17	15	0	-0.3	12	1.2	1
CCCn1cnc2cc(NCc3ccc(Br)cc3)ccc21	-16	-2	3	-3	2	1.4	0	-0.9	5
CC(=NNc1nc2ccccc2o1)c1cc2ccccc2cn1	4	-6	-33	7	18	-0.4	2	0.6	-74
CCOC(=O)c1cc(S(=O)(=O)NC2CCCCC2)cn1C	-1	-6	-15	-4	-9	-0.3	3	-1.2	5
CN=C1CC(SC)=C1c1ccc(C)cc1	-17	4	-6	15	-10	-0.1	-69	0.2	-6
CC(=O)NC1CC2CCCC(C1)N2C(=O)Nc1ccccc1 (stereo unspecified)	-6	-1	0	-2	-5	0.0	11	-1.5	2
CCOC(=O)CCCCCC(=O)Nc1ccc2c(c1)C(=O)N([C@@H](C)CO)C[C@@H](C)[C@H](CN(C)C(=O)c1ccncc1)OCCCC[C@H](C)O2	6	-2	-3	2	-8	-0.9	15	-0.9	3
COc1c(S(=O)(=O)N2CCCCC2)ccc2c(S(=O)(=O)N3CCCCC3)cccc12	2	3	-9	-6	29	-0.9	1	0.4	-2
COc1ccc(NS(=O)(=O)c2cc(C(=O)N3CCN(C(C)=O)CC3)ccc2Cl)cc1	16	-4	-5	7	-6	0.1	4	-0.9	1
O=C(O)c1ccc(N2C(=O)/C(=C/C=C/c3ccccc3)SC2=S)cc1	-110	-5	-6	13	1	-0.2	6	-0.1	8
C#CCOCCOCCOCCNc1nc(N2CCN(C(=O)C(Cc3cc4ccccc4[nH]3)n3cc(C(N)C(C)CC)nn3)CC2)nc(N2CCN(C(=O)C(Cc3cc4ccccc4[nH]3)n3cc(C(N)C(C)CC)nn3)CC2)n1 (stereo unspecified)	12	nt	nt	6	-4	nt	2	nt	3
CCOCCCN1C(=O)C(O)=C(C(C)=O)C1c1cccs1 (stereo unspecified)	3	-6	-6	-10	-8	-0.6	8	2.6	6
Clc1ccc(-n2nnnc2CN2CCOCC2)cc1Cl	-2	-3	-2	4	-7	0.8	-2	0.7	1
COc1cc(OC)c(C(=O)NCCCN2CCOCC2)cc1OC	-7	-3	-4	4	-8	-0.1	1	1.7	3
Cc1ccn2cc(CCNS(=O)(=O)c3ccc([N+](=O)[O-])cc3)nc2c1	-2	3	-3	-6	6	2.2	6	0.1	2
COc1ccc2c(C)cc(SCC(=O)Nc3nsc(-c4ccc(C)cc4)n3)nc2c1	-8	-1	-5	-5	6	-1.8	1	-1.0	2
Cc1c(C(=O)NCc2ccc3c(c2)OCCO3)sc(=O)n1Cc1ccccc1C(F)(F)F	4	-1	-6	15	10	-0.6	-2	1.7	3
CCCCNC(=O)C1CCCNC1=O (stereo unspecified)	-1	-12	1	-10	-13	-1.9	-2	0.6	nt
N#Cc1ccccc1S(=O)(=O)N1CCN(C(=O)CN(Cc2ccco2)Cc2cccs2)CC1	-3	-2	-1	-2	5	-0.4	-8	-0.9	-2
CC(Oc1ccc([N+](=O)[O-])cc1)C(=O)NCCCN1CCOCC1 (stereo unspecified)	7	-9	-3	5	-3	-0.5	-5	0.7	-4
c1csc(-c2nnc(-c3ccc(N4CCOCC4)cc3)o2)c1	-16	-3	-3	5	2	-0.3	-2	5.2*	5
O=C(c1sccc1Cl)N1CCN(Cc2ccc3c(c2)OCO3)CC1	9	-1	0	4	-1	0.4	-13	0.2	-1
COc1ccc(CNC(=O)CCSCc2cccc(F)c2)cc1	2	0	-4	-7	2	0.9	0	1.3	-1
COC(=O)CCCN=C1SCCN1Cc1ccccc1	15	1	2	-12	-9	0.4	-26	1.6	-3
Cn1cnnc1SCC(=O)Nc1cccc(S(=O)(=O)N2CCOCC2)c1	7	-2	-2	2	-1	0.7	-3	-0.3	-1
COC(=O)c1ccc(NC(=O)Nc2ccc(F)cc2)cc1	26*	3	-4	0	4	0.4	2	0.7	9
CCN(CC)CCNC(=O)c1ccc2c(c1)ncn2C1CCCCC1	-5	3	-3	5	-9	0.3	-18	1.2	0
COc1ccc(Br)cc1C(=O)Nc1ccccc1-c1ccccc1	-7	-2	0	-1	31	-0.6	-3	-1.0	-11
CCCC(C)(C)C(=O)N1CCC1(C)C(=O)Nc1ccc2c(c1)OCCO2 (stereo unspecified)	9	-2	0	-2	-2	-0.1	3	0.3	1
CCS(=O)(=O)Nc1ccc(-c2nnc(SCC(=O)OC)o2)cc1	-3	-4	10	7	-8	-0.8	-3	0.4	-2
Cc1ccc(/C=C2\SC(N3CCN(C(c4ccccc4)c4ccccc4)CC3)=NC2=O)o1	-17	-3	-3	7	20	-0.2	-9	1.5	-20
CN(C)c1ccc(NC(=O)Cn2cc3c(n2)CCCC3)cc1	5	0	2	0	-4	16*	1	0.2	0
Cc1ccc(SCC2(O)CCN(S(=O)(=O)c3ccc(Cl)cc3)CC2)cc1	-5	-1	2	-7	31	-0.4	-9	0.4	3
O=C(O)c1cnn(-c2ccccc2)c1C(F)(F)F	-4	-2	6	4	-1	0.1	9	0.6	4
Cc1ccc(C(=O)Nc2nc(C)c(C(=O)N(C)C)s2)o1	17	-4	-11	-2	-4	-1.4	-7	2.8	-1
COc1ccc(C)cc1NC(=S)N1CCN(S(C)(=O)=O)CC1	8	-1	-4	-9	-6	0.7	-7	-0.4	-4

Some values from the results shown:
Cc1ccc(SCC2(O)CCN(S(=O)(=O)c3ccc(Cl)cc3)CC2)cc1 in MT1-MMP act inh → 3
CCN(CC)CCNC(=O)c1ccc2c(c1)ncn2C1CCCCC1 in FAS-TE inh → -9

(cont.)
SMILES	NRP1-CendR mod	bovine MsrA act	E coli Lon inh	SKN-1 block	FAS-TE inh	TbMetRS inhib	PABP1 MLLE inh	MsrA inhibitor	MT1-MMP act inh
Cc1ccc(N2C(=O)[C@@H]3[C@H](C2=O)[C@H]2C=CC=NN2[C@@H]3C(=O)Nc2ccc(Cl)cc2)cc1	2	-9	6	-4	-7	-0.9	14	-0.5	1
COc1ccc(O)c(-c2cc(-c3ccccc3Cl)[nH]n2)c1	-2	-3	-6	6	6	-0.3	-15	1.1	3
COc1ccccc1N1C(N)=NC(N)=NC1(C)C	0&5	-11&-11	6&1	-2&-1	-9&-5	-0.5&-0.4	6&7	0.2&-0.9	-9&3
Cc1ccc(S(=O)(=O)N(C)C)cc1NC(=O)COC(=O)C1CC(=O)N(c2ccc3c(c2)OCCO3)C1 (stereo unspecified)	5	-2	-9	3	-6	-0.1	-1	-0.3	3
O=C1C2CCc3ccccc3C2N1c1ccccc1 (stereo unspecified)	7	-7	-2	-5	-2	-0.5	-8	0.0	-4
COCCN(Cc1nc2ccccc2c(=O)[nH]1)C(=O)COc1cccc(C(C)=O)c1	7	-3	-3	-9	-4	-0.3	0	-0.2	-5
Cc1cccc(C(=O)N[C@H](C(=O)Nc2nc3ccc(S(C)(=O)=O)cc3s2)C(C)C)c1	1	-2	-4	1	4	-0.2	1	0.5	-8
C#CC[N+](C)(C)C(C#Cc1ccccc1)CC=C (stereo unspecified)	-8	-4	1	-16	-5	-1.4	-1	-0.2	2
C[C@@H]1CN([C@@H](C)CO)C(=O)CCCn2nncc2CO[C@H]1CN(C)S(=O)(=O)c1cn(C)cn1	-7	-1	1	6	-8	-1.1	-4	-0.2	1
Cc1onc2c(=O)n(-c3ccccc3)nc(-c3ccccc3)c12	-1	-6	6	-7	1	-1.1	4	1.7	1
OCC1(Cc2ccccc2)CCN(Cc2ccc(C(F)(F)F)cc2)CC1	-10	-1	-1	1	15	-0.7	-2	1.6	3
Cc1ccc(-c2csc(NC(=O)Cn3cnc4c3c(=O)n(C)c(=O)n4C)n2)cc1C	-8	-5	2	-23	-5	0.3	-17	-0.8	7
CN(C(=O)CSc1nc(O)cc(=O)n1-c1ccccc1F)c1ccccc1	-19	-2	-30	8	-4	-0.2	4	-0.3	-7
O=[N+]([O-])c1ccccc1OCc1nc(-c2cccs2)no1	-5	-2	-6	9	14	0.3	10	0.4	7
COC(=O)c1cccc(NC(=O)c2cccc(N3C(=O)CCC3=O)c2)c1	-6	-3	-4	8	-6	0.1	-35	-0.1	0
Cc1ccc(-c2nnn(CC(=O)N(c3ccccc3)C(C(=O)NC3CCCC3)c3ccncc3)n2)o1 (stereo unspecified)	-13	-3	2	-3	-8	0.5	-8	0.8	-1
Cc1cccc(NC(=O)COn2nnc3ccc(S(C)(=O)=O)cc32)c1	-10	-2	-12	2	-4	-0.2	-13	0.4	-2
COc1ccc(N(C(=O)C2CCCCC2)S(=O)(=O)c2cccc3cccnc23)cc1	-3	-3	-2	-13	17	-1.1	-6	0.3	-2
Cc1ccc(N2C(=O)c3ccc(C(=O)N4CCN(c5ccccc5F)CC4)cc3C2=O)cc1	-4	-8	-10	13	20	-0.8	-8	0.2	3
O=C1NC[C@@H](CCCCN2C[C@H](Cc3ccc(O)cc3)N(CC3CCCCC3)C(=O)C2=O)N(CC2CCCCC2)C1=O	-13	-2	5	8	13	0.1	nt	-0.9	7
CC1(C)CC(=O)C=C(c2ccc(-c3ccc(OC(F)(F)F)cc3)cc2)C1=O	16	2	-3	1	25	-1.4	8	-0.1	-2
C#Cc1cccc(Nc2nc(NCc3ccccc3OC)nc3ccsc23)c1	4	-2	4	5	26	0.0	-20	18*	-11
CN1C(=O)CC(C(=O)O)SC1=Nc1cc(Cl)cc(Cl)c1 (stereo unspecified)	-3	-3	-10	4	-4	-0.4	15	0.3	4
Cc1ccccc1NC(=O)COC(=O)c1c(-c2ccccc2)noc1C	10	0	8	-1	7	-0.1	-4	0.3	-1
FC(F)(F)c1ccc(-c2cccc3c2C2CC3CCN2Cc2ccccc2)cc1 (stereo unspecified)	-9	-8	-4	8	18	-0.5	-8	-0.6	5

Screening results as filed in PubChem.
